High-throughput results deposited in PubChem BioAssay by several laboratories.
GSK3B inh: human GSK3beta kinase inhibitors, primary screen, biochemical, cell-free homogeneous, HTS | 300,000 tested, 0.038% active | activity score (negative = inhibition), % at 10 µM | Glycogen synthase kinase-3 beta (Homo sapiens), P49841 | GST-GSK3beta kinase, ADP-Glo luminescence, 60 min; active compounds read low;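 active means more than half of replicate wells score below -50%, meaning over 50% inhibition versus plate controls; inconclusive means some replicates but at most half score below -50%; inactive means no replicate scores below -50%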;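 further: 0% = median DMSO wells and -100% = median GW8510 positive control wells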
Target sequence (P49841 whole entry, looked up): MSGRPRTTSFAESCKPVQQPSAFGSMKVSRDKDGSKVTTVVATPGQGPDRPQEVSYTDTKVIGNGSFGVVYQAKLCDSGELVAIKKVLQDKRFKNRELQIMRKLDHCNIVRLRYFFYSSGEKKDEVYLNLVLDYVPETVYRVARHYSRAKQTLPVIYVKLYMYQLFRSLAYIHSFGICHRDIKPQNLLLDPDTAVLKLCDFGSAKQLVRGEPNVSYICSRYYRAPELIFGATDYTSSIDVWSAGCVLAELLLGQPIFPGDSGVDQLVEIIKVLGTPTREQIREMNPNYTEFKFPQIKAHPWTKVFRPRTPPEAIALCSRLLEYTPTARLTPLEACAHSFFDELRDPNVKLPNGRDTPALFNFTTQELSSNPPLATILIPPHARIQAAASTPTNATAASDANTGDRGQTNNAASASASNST
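test system = GST-tagged human GSK3beta kinase, cell-free | reagent = 25 µM ATP with peptide substrate | dosing = one dose of 10 µM per compound | schedule = 60 min reaction, RT | detection = luminescent ADP-Glo measurement of ADP formed | control set = DMSO neutral wells and GW8510 at 20 µM as positive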
HSF1 inh: HSF1 inhibitors in luciferase reporter cells, primary screen, cell-based, NIH3T3, luminescence | NIH3T3-HGL HSE-luciferase, MG132-induced, luminescence 8 h; active compounds read low | activity change, negative = inhibition, % at 7.5 µM (by protocol) | 300,000 tested, 0.77% active | AID 2098, 2009;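 active means more than half of replicate wells show activity change below -50%, luminescence cut by over half; inconclusive means some wells, but at most half, below -50%; inactive means no replicate well below -50%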;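 further: luciferase reports HSF-1 transcriptional activity via heat shock element; 0% = median of DMSO wells and -100% = zero luminescence signal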
KLF5 inh: KLF5 expression inhibitors, primary screen, DLD-1 cells, luminescence. inhibition, % at 5 µM. DLD-1 KLF5 promoter-luciferase reporter. 290,000 tested, 0.23% active. AID 1700, 2009;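 active means inhibition above a per-plate limit of that plate's mean compound inhibition plus 3 SD, cut at about 60% in these data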;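 further: 0% = DMSO wells and 100% = LY294002 at 200 µM; higher means less KLF5 promoter-driven luciferase light; inactives centre near -14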
HSF-1 act: HSF-1 activators, primary screen, NIH3T3-HGL cells, MG132 stress, luminescence, single point | NIH3T3-HGL HSF-1 luciferase reporter, 8 h; 100% = twice DMSO control signal | activation, % at 9 µM | 300,000 tested, 1.7% active | AID 504408, 2011;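 active means mean replicate activation of at least 50% with a set share of replicates each reaching 50%; inconclusive means only one of those two conditions met; inactive means mean below 50% and too few replicates reaching it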;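 further: 0% = median of the neutral control wells and 100% = twice that signal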
PolyA inh: polyadenylation inhibitors in yeast reporter cells, primary screen, luminescence, S. cerevisiae; S. cerevisiae SKY197-pL101 polyadenylation reporter, beta-gal luminescence; efflux-impaired pdr1/pdr3 knockout yeast; score 100 = 6 SD above DMSO; calls only at 12 µM; 300,000 tested, 0.02% active;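 active means lowest replicate activity score at least 50, where 100 means six control SD above control mean; inconclusive means lowest score under 50 but half or more replicates reach 50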;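 further: yeast exposed to compound for 9 h at 30 °C; higher score means more reporter readthrough which indicates perturbed polyadenylation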
AI-2 QS mod: Vibrio harveyi AI-2 quorum sensing modulators, primary screen, JMH597 strain, luminescence/OD600 ratio. Vibrio harveyi JMH597 AI-2 luminescence/OD600 ratio, 9 h; active compounds read low; strain lacks LuxN and CqsS sensors; 0 = neutral-control median. activity change, % at 7.5 µM. 300,000 tested, 0.4% active. AID 2094, 2009; in the data active means activity change below about -75%, passing the limit was not always enough; inconclusive means no clear call, values can overlap the other calls;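 further: luminescence divided by OD600 gain over 9 h not by final OD600 alone; inactives centre near 13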
IEC-6 tox: cytotoxicity in IEC-6 intestinal epithelial cells, primary screen, cytotoxicity control for KLF5 inhibitor project, cell-based, luminescence. inhibition, % at 5 µM. IEC-6 cytotoxicity, luminescence viability. 290,000 tested, 0.78% active; in the data active means inhibition above about 22%;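 further: 0% = plate median of test compound wells and 100% = cytotoxic reference compound wells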
HSP90 refold inh: HSP90 inhibitors, primary screen, cell lysate, luminescence; Rabbit reticulocyte lysate, luciferase refolding luminescence, 3 h; inhibition, % at 5.6 µM; Heat shock protein HSP 90 (rabbit reticulocyte lysate; luciferase refolding); 290,000 tested, 0.91% active; AID 1789, 2009;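 active means inhibition above the screen-wide mean plus 3 SD, computed separately per campaign, cut at about 16% in these data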;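 further: 0% = DMSO wells and 100% = 60 µM geldanamycin wells; inhibitors lower the luminescence because luciferase stays unfolded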
GSK3A inh: blockers of GSK3A enzyme activity – biochemical, luminescence, cell-free homogeneous, HTS, primary screen; Glycogen synthase kinase-3 alpha (Homo sapiens), P49840; GSK-3 alpha kinase, ADP-Glo luminescence, 60 min; inhibition, % at 10 µM; 320,000 tested, 0.1% active;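 in the data active means inhibition above about 50%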;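 further: GST-tagged GSK-3 alpha with peptide substrate and 25 µM ATP; 0% = DMSO neutral wells and 100% = GW8510 positive control wells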
Target sequence (P49840 whole entry, looked up): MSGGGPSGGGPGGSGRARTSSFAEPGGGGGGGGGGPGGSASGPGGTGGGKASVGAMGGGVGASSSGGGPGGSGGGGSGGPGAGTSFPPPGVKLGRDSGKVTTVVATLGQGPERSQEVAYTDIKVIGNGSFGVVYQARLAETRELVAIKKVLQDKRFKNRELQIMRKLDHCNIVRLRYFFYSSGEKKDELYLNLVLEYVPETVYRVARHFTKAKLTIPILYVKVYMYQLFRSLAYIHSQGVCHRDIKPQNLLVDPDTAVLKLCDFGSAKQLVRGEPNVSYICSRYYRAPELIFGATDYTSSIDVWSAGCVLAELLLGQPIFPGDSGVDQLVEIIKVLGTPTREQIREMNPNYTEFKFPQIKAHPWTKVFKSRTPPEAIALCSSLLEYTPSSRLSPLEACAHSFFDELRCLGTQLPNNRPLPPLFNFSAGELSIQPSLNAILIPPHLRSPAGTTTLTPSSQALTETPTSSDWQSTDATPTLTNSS
aSyn 5UTR inh: MLPCN primary screen, SNCA 5' untranslated region; AID 1813, 2009; 300,000 tested, 0.82% active; alpha-synuclein 5'UTR reporter, inhibitor activity; inhibition, % (tested at 7.5 µM); in the data active means inhibition above about 60%; inconclusive means no clear call, values can overlap the other calls;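 further: H4 neuroglioblastoma cells stably carrying SNCA 5'UTR luciferase fusion; 0% = DMSO wells and 100% = positive control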
* = called active by the depositor; i = inactive; u = inconclusive; x = not tested or not shown. Some of the compounds tested; rates above refer to the full screens.

Value order: HSF-1 act	PolyA inh	AI-2 QS mod	HSP90 refold inh	GSK3A inh	KLF5 inh	HSF1 inh	IEC-6 tox	GSK3B inh	aSyn 5UTR inh
1: COc1ccc(CNC(=O)CN(Cc2ccc(C)cc2)C(=O)c2csnn2)cc1
  0	i	2	3	1	-6	9	5	-4	5
2: CCOc1ccc(OCc2cccc(C(=O)N(CC)CC)c2)cc1
  -54	i	24	20*	-1	-114	-52*	0	1	u
3: O=[N+]([O-])c1ccccc1CS(=O)(=O)c1ccccc1
  3	i	24	x	2	x	0	x	-2	3
4: Oc1ccc(Cl)cc1C=NCCc1ccccc1
  -4	i	17	-4	0	32	5	-4	-5	-49
5: COc1ccc(C2=NS(=O)(=O)N(C)C(C(=O)NCc3ccccn3)=C2)cc1OC
  -2	i	15	-1	x	-9	-3	2	3	26
6: COC(=O)c1cccc(C(=O)N2CCCC(Nc3ccc(C)c(C)c3)C2)c1 (stereo unspecified)
  13	i	16	0	-4	-11	3	0	2	-6
7: COc1ccc(CCNC(=O)C(=O)NCc2ccccc2)cc1OC
  -2	i	2	-1	-3	-1	-10	17	0	-82
8: COc1cccc(=O)c2c(C)n(CC(=O)c3ccccc3)c(C)c12
  -7	i	16	2	-3	14	-8	-4	1	16
9: COc1ccc(NC(=S)N2c3ccccc3CC2C)cc1OC (stereo unspecified)
  3	i	11	-1	-2	-21	0	-4	0	-20
10: O=C1CCC(=O)N1OCCCOc1ccccc1
  3	i	34	-4	-6	-28	-4	-7	-1	-3
11: CC(C)(C)SCCNC(=O)c1ccccc1
  30	i	-3	-3	x	-77	10	-6	1	-117
12: CN1CCCN(C2C3CC4CC(C3)CC2C4)CC1 (stereo unspecified)
  3	i	22	-6	-1	-33	6	-4	4	6
13: COc1ccc(CN2CCC(Cc3ccccc3)CC2)cc1OC
  11	i	-3	0	-2	-28	-6	8	1	-4
14: CCOC(=O)CSc1nnc(NC(=O)CCc2ccccc2)s1
  4	i	5	-3	-2	-15	-4	9	0	-15
15: O=Cc1ccc(OC(=O)c2cc(Cl)nc3ccccc23)cc1
  -26	i	15	-4	1	-26	-10	-4	-2	-9
16: O=C(c1cc(COc2ccc(F)cc2Cl)on1)N(Cc1ccncc1)CC1CCCO1 (stereo unspecified)
  5	i	3	0	x	-10	-8	-3	10	-4
17: CCCCOC(=O)c1ccc(NC(=O)C2CCCO2)cc1 (stereo unspecified)
  18	i	12	0	0	-120	2	14	2	-75
18: CCOC(=O)c1cnc2c(-c3ccccc3)c(C)nn2c1N
  12	i	20	3	-7	-25	-1	1	-1	-59
19: COc1ccccc1C(=O)NCC(C)(C)CN=C1NS(=O)(=O)c2ccccc21
  27	i	11	-2	2	-25	7	-2	-3	6
20: COc1ccc(NC(=O)COC(=O)c2ccco2)c([N+](=O)[O-])c1
  -1	i	26	3	-1	-4	7	-4	4	-15
21: Cc1cc(C)c2c3c(cn2n1)c(=O)n(C)c(=O)n3C
  13	i	30	-2	1	-51	0	2	2	10
22: O=C(COC(=O)/C=C/c1cccc(Br)c1)NCCc1ccccc1
  14	i	-1	x	0	x	-10	x	2	2
23: Cc1ccc(S(=O)(=O)N(C)c2c(C)ccc(S(=O)(=O)NC(C)(C)C)c2C)cc1
  5	i	7	-2	-2	-12	-9	-11	1	6
24: CC(=O)c1ccc(NC(=S)N(CCCN(C)C)Cc2ccccc2)cc1
  -9	i	11	-2	-2	-29	7	3	-4	-16
25: O=C(Cn1cnc2ccccc21)N/N=C/c1ccc([N+](=O)[O-])cc1
  5	i	13	-2	2	-10	-16	-1	1	-32
26: O=C(CSc1nnc(NC(=O)c2cccc(F)c2)s1)NCC1CCCO1 (stereo unspecified)
  2	i	0	-3	-2	-70	6	-3	6	-32
27: CCC(CC)C(=O)N(CCc1ccc(OC)cc1)Cc1nc2ccccc2c(=O)[nH]1
  -4	i	14	3	1	-13	0	2	3	22
28: COc1cccc(NC(=S)NNC(=O)c2c([N+](=O)[O-])c(C)nn2C)c1
  -3	i	27	-3	x	-35	3	-3	0	-22
29: COc1ccc(N/N=C(/C#N)S(=O)(=O)C(C)(C)C)cc1
  -14	i	-3	-5	-3	8	0	-3	-2	-2
30: CCn1c(SCC(=O)Nc2ccc(S(N)(=O)=O)cc2)nnc1-c1ccccc1OC
  -11	i	19	-1	-1	-4	-12	-1	1	0
31: CC(=O)c1cccc(NC(=O)c2ccc([N+](=O)[O-])o2)c1
  55*	i	u	x	2	x	45	x	2	-58
32: Cc1cc(C)n2c3c(c(C#N)c2n1)CC(C)(C)OC3
  26	i	21	-2	0	-9	12	1	1	13
33: O=C(CSc1ncnc2[nH]ncc12)Nc1nc(-c2ccc(F)c(F)c2)cs1
  -14	i	6	-3	-1	-13	-6	-9	-3	13
34: COc1ccc(Cl)cc1NC(=O)CCNC(=O)OCc1ccccc1
  11	i	7	4	x	6	-2	-6	2	1
35: CC(=O)Nc1ccc2c(CSc3nncs3)cc(=O)oc2c1
  1	i	30	11	0	1	0	8	2	18
36: O=C1Nc2ccccc2SC1c1ccccc1 (stereo unspecified)
  6	i	24	-3	-1	-13	-1	2	-3	14
37: CCOc1ccc(C2C(=O)N(C3CCCCC3)CC(=O)N2CC2CCCO2)cc1OC (stereo unspecified)
  -3	x	2	2	-1	21	2	0	2	14
38: OCCN1CCN(CC#CCn2c3ccccc3c3ccccc32)CC1
  -3	i	7	-2	1	-9	-4	2	0	11
39: COc1ccc(CCNC(=O)C2CC3Cn4c(nc5ccccc54)C3N2C)cc1 (stereo unspecified)
  2	i	8	x	-1	x	0	x	14	5
40: O=C(NCc1ccccn1)C1CC(c2ccccc2Cl)=NO1 (stereo unspecified)
  7	i	18	5	2	14	3	8	0	-26
41: COC(=O)c1ccc(-n2c(C)cc(C(=O)COC(=O)CC3Sc4ccccc4NC3=O)c2C)cc1 (stereo unspecified)
  -13	x	33	2	-1	-3	-2	3	5	-50
42: CCc1ccccc1N1CC23C=CC(O2)C(C(=O)O)C3C1=O (stereo unspecified)
  -5	i	6	4	-1	-31	2	4	1	-4
43: Cc1cccc(/C=C2\Sc3ccc(C(=O)N4CCCCC4)cc3N(C)C2=O)c1
  3	i	22	-3	1	-5	0	-5	-23	-40
44: CC(C)CCNC(=O)CN1N=C(c2ccc(Cl)cc2)CCC1=O
  8	i	19	4	-2	12	-2	2	-4	19
45: Cc1csc2nc(CNS(=O)(=O)c3cccnc3)cn12
  3	i	18	1	-4	-20	5	-7	2	13
46: CN(Cc1cccs1)C(=O)COC(=O)CNC(N)=O
  1	i	3	-6	1	-23	-4	2	-1	7
47: CCn1cc(/C=N\NC(=O)Cc2ccc(Cl)cc2)cn1
  -15	i	12	-1	1	-28	-2	-2	-1	17
48: COC(=O)c1cn(NC(=O)c2ccc(OC)c(OC)c2)c(=O)c2ccccc12
  0	i	13	-2	-2	-36	-1	-6	0	43
49: CC(NCc1ccc(F)cc1)C(=O)NC1CCCCC1 (stereo unspecified)
  -2	i	33	-3	-1	-1	0	-7	1	-1
50: COC(=O)CSc1nnc(-c2ccncc2)o1
  -4	i	17	2	2	-11	-5	3	2	9
51: COc1cc(O)c(C(CC(=O)N2CCCCC2)c2ccc(N(C)C)cc2)c(OC)c1 (stereo unspecified)
  -15	i	27	x	x	x	5	x	4	-6
52: COc1ccc(OC)c2sc(N3CCc4ccccc4C3)nc12
  128*	i	10	2	1	-30	100	5	2	15
53: Cc1ccc(C(=O)N2CCN(c3ccccn3)CC2)cc1[N+](=O)[O-]
  -34	i	15	3	1	-4	-16	6	4	12
54: CN=Cc1cc(-c2ccccc2)sc1O
  12	i	4	-3	5	-106	8	1	-2	-100
55: Cc1n[nH]c(=S)n1-c1ccc(Cl)cc1
  -12	i	6	-1	-1	-4	-12	-6	-2	8
56: O=C(Nc1nccs1)c1ccc(COc2c(F)c(F)cc(F)c2F)cc1
  u	i	13	-1	0	-47	38	4	-3	-107
57: O=C(NC(=S)Nc1ccc(N2CCOCC2)c(Cl)c1)c1sc2ccccc2c1Cl
  -27	i	1	-1	x	6	-12	-4	-2	-3
58: O=C(Nc1nnc(C2CC2)s1)c1cc([N+](=O)[O-])ccc1N1CCCCC1
  6	i	32	1	-2	-11	-9	8	2	-40
59: Cc1ccc(S(=O)(=O)n2nc(OC(=O)c3c(-c4ccccc4Cl)noc3C)cc2N)cc1
  15	i	13	0	1	-19	15	-3	0	10
60: O=C(Nc1nnc(Cc2ccc(Cl)cc2)s1)C1CCCO1 (stereo unspecified)
  17	i	34	-4	-3	-34	7	1	2	-51

New compounds follow:
Value order: HSF-1 act	PolyA inh	AI-2 QS mod	HSP90 refold inh	GSK3A inh	KLF5 inh	HSF1 inh	IEC-6 tox	GSK3B inh	aSyn 5UTR inh
61: COC(=O)c1ccc2c(C(C)(C)O)c(C(C)(C)O)[nH]c2c1
  27	i	20	-5	-2	-54	8	-2	1	-88
62: O=C(CCNS(=O)(=O)c1ccc(Br)cc1)NCc1ccc(Cl)cc1
  5	i	40	-6	-2	-16	1	-7	3	-5
63: COc1cccc(N=Nc2ccc3cccnc3c2O)c1
  36	i	52	-3	-2	61	42	30*	4	16
64: CC1=N/C(=C/c2cc(Br)cc(Br)c2O)C(=O)O1
  19	i	11	-8	-2	-21	2	-5	-1	5
65: NC(=NCCc1ccccc1)NS(=O)(=O)c1ccc(F)cc1
  -9	i	-3	3	1	-9	-3	1	3	-3
66: Cc1cc2ccccn2c1C(=O)Nc1ccccc1
  -13	i	4	-1	x	-11	3	10	5	-109
67: COc1ccc2ccccc2c1CN1CCN(Cc2ccccc2)CC1
  -3	i	14	-4	-3	-18	-3	-6	-2	-16
68: Cc1cc(C(=O)N[C@@H](c2ccccc2)[C@]2(C)C[C@H]2[C@@H](C)C(=O)Nc2ccc3ccccc3c2)no1
  3	i	45	-3	-1	-17	3	-2	-3	-5
69: CCOC(=O)C1=C(C)Nc2ccccc2S1
  -14	i	x	2	3	-20	-4	4	6	8
70: CCOc1ccccc1C(=O)NCC(=O)NCC(c1ccc(OC)cc1)N1CCOCC1 (stereo unspecified)
  11	i	2	x	-2	x	-1	x	-1	-1
